KCNK9 block: KCNK9 potassium channel inhibitors, primary screen, HEK293 cells, thallium flux; FluxOR thallium flux fluorescence; hits give low values; 310,000 compounds, 1.2% hits; AID 488922, 2010; Potassium channel subfamily K member 9 (Homo sapiens), Q9NPC2; B-score at 10 µM;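 active means ratio B-score over 3 SD below the library mean, with starting fluorescence within 5 SD of its mean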;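 further: negative B-score means less thallium flux so channel inhibition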
Target sequence (Q9NPC2 whole entry, looked up): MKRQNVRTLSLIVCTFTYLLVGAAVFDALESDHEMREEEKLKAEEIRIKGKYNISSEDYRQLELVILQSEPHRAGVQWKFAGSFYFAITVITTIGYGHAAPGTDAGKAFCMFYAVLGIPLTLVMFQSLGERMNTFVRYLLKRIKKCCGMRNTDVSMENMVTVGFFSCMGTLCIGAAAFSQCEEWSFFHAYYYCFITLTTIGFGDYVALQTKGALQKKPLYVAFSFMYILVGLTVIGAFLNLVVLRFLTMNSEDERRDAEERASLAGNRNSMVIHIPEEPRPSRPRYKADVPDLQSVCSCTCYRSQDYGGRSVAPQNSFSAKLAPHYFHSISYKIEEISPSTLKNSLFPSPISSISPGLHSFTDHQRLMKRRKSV
hERG rescue: hERG rescue from dofetilide block, primary screen, cell-based, CHO-hERG, FluxOR thallium flux, dofetilide IC70; dofetilide IC70 present; activation (rescue from dofetilide block), less the hit threshold, % at 10 µM; 310,000 compounds, 0.51% hits; Voltage-gated inwardly rectifying potassium channel KCNH2 (Homo sapiens), Q12809;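 active means activation above the mean of controls blocked by dofetilide plus 5 SD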;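 further: thallium influx through hERG after potassium depolarization seen as dye fluorescence rise; in these data hits start at about 4.7%; inactives centre near -7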
KCNK3 block: human KCNK3 channel inhibitors, primary screen, CHO cells, FluxOR thallium flux, B-score; Potassium channel subfamily K member 3 (Homo sapiens), O14649; FluxOR fluorescence; hits give low values; B-score at 10 µM; 340,000 compounds, 0.84% hits;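 active means B-score under library mean minus 4 SD, starting fluorescence ratio at most library mean plus 5 SD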;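 further: more negative B-score means stronger inhibition of thallium flux through KCNK3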
Target sequence (O14649 whole entry, looked up): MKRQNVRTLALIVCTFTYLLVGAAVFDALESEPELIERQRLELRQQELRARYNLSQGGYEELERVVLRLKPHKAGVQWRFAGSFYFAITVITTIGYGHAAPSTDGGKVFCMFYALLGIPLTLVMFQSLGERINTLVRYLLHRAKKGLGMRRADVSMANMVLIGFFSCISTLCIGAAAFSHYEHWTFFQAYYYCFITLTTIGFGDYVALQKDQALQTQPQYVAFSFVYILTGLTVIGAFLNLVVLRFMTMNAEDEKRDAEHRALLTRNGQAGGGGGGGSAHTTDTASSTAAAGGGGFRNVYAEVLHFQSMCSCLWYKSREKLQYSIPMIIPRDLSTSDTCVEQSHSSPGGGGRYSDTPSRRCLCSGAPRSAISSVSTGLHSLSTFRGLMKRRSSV
SKKanGAS inh: S. pyogenes SKKanGAS growth inhibitors in kanamycin, primary screen, streptokinase expression inhibitor project, SKKanGAS strain, BacTiter-Glo luminescence | AID 1662, 2009 | 6 h | inhibition, % at 7.5 µM | 300,000 compounds, 1.3% hits;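 active means mean replicate score, as percent of positive control median, at least 50; inconclusive means mean below 50 but one replicate at or above 50; inactive means mean and every replicate below 50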;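 further: strain carries kanamycin resistance gene driven by streptokinase promoter and grows in 40 µg/ml kanamycin; loss of luminescence reflects streptokinase promoter inhibition or plain growth inhibition; 0% = median of DMSO wells and 100% = positive control at its reference dose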
HDAC3 inhib: HDAC3 deacetylase inhibitors, primary screen, biochemical, fluorescence, cell-free homogeneous; 320,000 compounds, 0.15% hits; recombinant HDAC3, fluorogenic peptide/trypsin coupled; inhibition, % at 8.3 µM; Histone deacetylase 3 (Homo sapiens), O15379; AID 2718, 2010; in the data active means inhibition above about 26%, passing the limit was not always enough; inconclusive means no clear call, values can overlap the other calls
KCNQ1 act: potentiators or activators of KCNQ1 channel, primary screen, cell-based, thallium flux, high-throughput | AID 2648, 2010 | Potassium voltage-gated channel subfamily KQT member 1 (Homo sapiens), P51787 | CHO-K1 KCNQ1, thallium flux FluxOR fluorescence; hits give high values | B-score at 10 µM | 310,000 compounds, 0.35% hits;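 active means fluorescence ratio B-score, a plate-corrected score, at least three library SD, with initial intensity B-score within 5 SD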
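Material: CHO-K1 cells stably expressing KCNQ1. Medium: assay buffer for compound exposure, DMSO matched across wells. Reagent: K+/Tl+ depolarizing stimulus. Compound dosing: single-concentration screen. Times: 37 °C overnight plating, 90-min dark dye load, 20-min compound pretreatment. Technique: FluxOR Tl+ flux fluorescence.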
RGS4 pot: RGS4 potentiators or activators, primary screen, cell-based, HEK293 M3R inducible RGS4, calcium flux; carbachol calcium flux Fluo4; hits give low values; B-score at 10 µM; 310,000 compounds, 0.92% hits; AID 463111, 2010;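 active means B-score of the integrated calcium signal more than 4 SD below the library mean, with starting fluorescence not abnormally high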;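 further: negative B-score means reduced calcium response which marks RGS4 activation or potentiation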
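Also added: carbachol at ECmax as muscarinic agonist stimulus; Assay system: HEK293 cells with stable M3R and inducible RGS4; Timing: overnight RGS4 induction, 30 min dye load 37 °C, 20 min compound RT; Measured by: Fluo4-AM (2 µM) calcium-flux fluorescence, kinetic read.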
KCNQ1 inh: inhibitors of human KCNQ1 channel, primary screen, cell-based, thallium flux, high-throughput | B-score at 10 µM | AID 2642, 2010 | 310,000 compounds, 1.3% hits | CHO-K1 KCNQ1, FluxOR thallium flux fluorescence; hits give high values;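 active means compounds whose thallium flux B-score, printed positive for inhibition, exceeds three library SD while starting fluorescence stays within three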;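 further: channel opened by potassium depolarization with thallium stimulus after 20 min compound exposure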
ANO1 activ: TMEM16A chloride channel activators or potentiators, primary screen, cell-based, HTS | Anoctamin-1 (Mus musculus), Q8BHY3 | HEK293 TMEM16A/YFP-H148Q/I152L, iodide quench fluorescence; hits give low values | B-score at 10 µM | 340,000 compounds, 0.3% hits;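 active means fluorescence-ratio B-score plate-corrected deviation score at least 3 library SD below zero, with starting fluorescence score within 5 deviations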;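 further: channel opened by trigger with iodide after compound preincubation; score built on the fluorescence ratio of max minus min over baseline; more negative score means more quench and so TMEM16A activation or potentiation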
ANO1 block: TMEM16A chloride channel inhibitors, primary screen, cell-based, HTS. 310,000 compounds, 1.2% hits. HEK293 TMEM16A/YFP iodide influx fluorescence, ionomycin. normalized B-score (activity score, 25-100; higher = stronger inhibition) at 10 µM;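 active means ratio plate-corrected score three or more library SD toward inhibition, starting fluorescence score within five deviations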;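 further: score derived from kinetic fluorescence span divided by baseline fluorescence per well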
RGS4 block: RGS4 inhibitors, primary screen, cell-based, HEK293 M3R inducible RGS4, calcium flux; B-score at 10 µM; Regulator of G-protein signaling 4 (Homo sapiens), P49798; Fluo-4 calcium flux; hits give high values; triggered by carbachol at its EC20; AID 463165, 2010; 310,000 compounds, 0.45% hits;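 active means B-score, a plate-corrected calcium signal, over three deviations above library mean, with baseline fluorescence within five deviations of library mean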;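 further: RGS4 expression induced by doxycycline in cells with stable M3 receptor; B-score is computed from the integrated fluorescence ratio over baseline after carbachol; higher B-score means a larger calcium signal and so more RGS4 inhibition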
Target sequence (P49798 whole entry, looked up): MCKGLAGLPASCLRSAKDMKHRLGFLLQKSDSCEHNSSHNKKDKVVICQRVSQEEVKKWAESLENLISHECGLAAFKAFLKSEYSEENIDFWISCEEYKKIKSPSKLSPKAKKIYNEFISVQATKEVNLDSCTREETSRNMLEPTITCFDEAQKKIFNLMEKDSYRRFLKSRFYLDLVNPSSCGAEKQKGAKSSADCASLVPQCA
* marks the source's active call; other numbers are inactive results; i = inactive; ? = inconclusive; nt = no result given. Rows are unselected, and some 6.3% of all compounds hit somewhere here.

compound,KCNK9 block,hERG rescue,KCNK3 block,SKKanGAS inh,HDAC3 inhib,KCNQ1 act,RGS4 pot,KCNQ1 inh,ANO1 activ,ANO1 block,RGS4 block
COc1ccc(NC(=O)c2ccc(NC(=O)C3CC3)cc2)cc1,i,-3,i,0,1,i,i,i,i,i,i
C=CCOc1ccc(C2C(C#N)=C(N)N(Nc3ccccc3)C3=C2C(=O)CCC3)cc1OC (stereo not drawn),i,-7,i,4,-4,i,i,i,i,i,i
CC[C@@H](C)[C@H](NC(=O)C1CCN(C(=O)[C@@H](NS(=O)(=O)c2ccc(C)cc2)C(C)C)CC1)C(=O)O,i,-6,i,-1,-3,i,i,i,i,i,i
CNc1cc(C)c(C#N)c2nc3ccccc3n12,i,-2,i,20,-11,i,i,i,i,i,i
Cc1ccc(NC2=CC(=O)CC(C)(C)C2)cc1F,i,-5,i,3,6,i,i,i,i,i,i
CC(C)n1c(/C=C/c2ccccc2)nc2ccccc21,i,-9,i,7,-27,i,i,i,i,i,i
Cc1ccccc1CC1(CO)CCCN(C(=O)CCCN2CCCCC2=O)C1 (stereo not drawn),i,-1,i,-6,3,i,i,i,i,i,i
COc1ccc(NC(=O)CN(C)Cc2c(F)cccc2Cl)cc1S(=O)(=O)N1CCCCC1,i,-14,i,-8,1,i,i,i,i,i,i
O=c1[nH]c(CSc2nc3ccccc3o2)nc2c1cnn2-c1ccccc1,i,-3,i,2,7,i,i,i,i,i,i
COc1cc(/C=C(\C#N)C(=O)NC2CCCCC2)ccc1OCc1ccc(C(=O)O)cc1,i,-13,i,33,5,i,i,i,i,i,i
Cc1ccccc1-n1nc(C)c2cc(C(=O)NCc3cccnc3)sc21,i,-8,i,1,-12,i,i,i,i,i,i
CCC1=C(OC(=O)N(CC)CC)N2C(=O)OC(=NCc3ccccc3)[C@]2(C)[C@H]2C1=CC[C@H]1C(=O)N(c3ccccc3)C(=O)[C@H]12,i,-11,i,3,13,i,i,i,i,i,i
COc1ccc([N+](=O)[O-])cc1NC(=O)C(C)OC(=O)/C=C/c1ccco1 (stereo not drawn),i,-3,i,-4,7,i,i,i,i,i,i
O=C(Cn1c(=O)n(-c2ccccc2)c(=O)c2sccc21)N1CCCC1,i,-24,i,-2,1,i,i,6*,i,i,i
C=CCc1cc(OC)ccc1OCCOCCN1CCc2ccccc2C1,i,-15,i,1,1,i,i,i,i,i,i
Cn1c(=O)oc2cc(S(=O)(=O)NCCC(=O)N3CCN(c4ccccc4F)CC3)ccc21,i,-4,i,-6,4,i,i,i,i,i,i
CCN(C(=O)c1ccco1)c1nnc(-c2cccnc2)s1,i,0,i,0,9,i,i,i,i,i,i
CCC1(C)CC(CCNS(=O)(=O)c2ccc(C)cc2)(c2ccc(C)cc2)CCO1 (stereo not drawn),i,-9,i,13,9,i,i,i,i,i,i
Cn1c(=O)c2cc(S(=O)(=O)NCCC(=O)NC3CCCCCCC3)ccc2n(C)c1=O,i,-7,i,-14,-15,i,i,i,i,i,i
COc1ccc(Br)c(OC)c1C(=O)NC(=O)Nc1nc(C)cc(C)n1,i,-9,i,-7,5,i,i,i,i,i,i

As entered above:
Result for C=CCc1cc(OC)ccc1OCCOCCN1CCc2ccccc2C1 under HDAC3 inhib: 1
Result for O=C(Cn1c(=O)n(-c2ccccc2)c(=O)c2sccc21)N1CCCC1 under SKKanGAS inh: -2

The listing continues:
compound,KCNK9 block,hERG rescue,KCNK3 block,SKKanGAS inh,HDAC3 inhib,KCNQ1 act,RGS4 pot,KCNQ1 inh,ANO1 activ,ANO1 block,RGS4 block
CCOC(=O)C(c1ccccc1)C(Nc1ccc(F)cc1)c1ccccn1 (stereo not drawn),i,-18,i,-12,3,i,i,i,i,i,i
COc1ccccc1NS(=O)(=O)c1cc(NC(=O)c2ccc(=O)[nH]c2)ccc1N1CCOCC1,i,-16,i,-5,8,i,i,i,i,i,i
Cc1ccc(N(Cc2ccc(C(=O)NC3CCCCC3)cc2)S(C)(=O)=O)cc1C,i,-4,i,3,-5,i,i,i,i,i,i
CCN(CC)S(=O)(=O)c1ccc(OC)c(NS(=O)(=O)c2ccc(F)cc2)c1,i,-7,i,-4,-5,i,i,i,i,i,i
Cc1ccc(S(=O)(=O)NC(=S)NC2CCCCC2)cc1,i,7.5*,i,0,-5,i,i,i,i,i,i
CN1C(=O)c2ccc(N3CCCC3)cc2C1=O,i,-8,i,-14,2,i,i,i,i,i,i
CCOc1ccc2oc(C(=O)N(C)CC(=O)Nc3ccc(OCC)c(OCC)c3)c(C)c2c1,i,-11,i,28,-4,i,i,i,i,i,i
O=C(Nc1ccccc1)c1sc2cc(C(F)(F)F)cnc2c1-c1cccs1,-9*,-8,-9*,0,-18,i,i,i,i,i,i
COc1ccc(CCNC(=O)c2cc3cccc(OC)c3oc2=O)cc1OC,i,-3,i,2,2,i,i,i,i,i,i
CSCCC(NC(=O)c1ccccc1)C(=O)N/N=C(\C)c1ccccc1 (stereo not drawn),i,-6,i,-9,-4,i,i,i,i,i,i
O=C(O)CCCn1c(=O)c2cccn2c2ccc(F)cc21,i,-11,i,-2,3,i,i,i,i,i,i
Fc1ccc2c(c1)C(c1ccncc1)=NNC(c1ccc(Br)cc1)=N2,i,-9,i,2,6,i,i,i,i,i,i
CCOC(=O)/C(C#N)=C/Nc1ccccc1NS(=O)(=O)c1ccc(C)c(C)c1,i,-6,i,3,-1,i,i,i,i,i,i
COc1ccc(OC)c(NC(=O)c2cc(-c3cc(C)ccc3O)n[nH]2)c1,i,-6,i,-3,-2,i,i,i,i,i,i
N#Cc1nc(-c2cccs2)oc1NCc1ccc(Cl)cc1,i,-6,i,17,-35,i,i,i,i,i,i
COc1cc2ccccc2cc1C(=O)NC(=S)Nc1cccc(C(=O)O)c1C,i,-5,i,33,-3,i,i,i,i,i,i
O=C(NN1C(=O)c2ccccc2C1=O)C1C2CCCCC21 (stereo not drawn),i,-4,i,4,-3,i,i,i,i,i,i
COc1ccc(C2=NNC(c3cccnc3)=Nc3ccccc32)cc1,i,-2,i,1,6,i,i,i,i,i,i
Cc1ccc(-c2ccc3nnc(SCC(=O)NCC4CCCO4)n3n2)cc1 (stereo not drawn),i,-14,i,5,?,i,i,i,i,i,i
O=C(NCc1cccnc1)c1ccc(COc2cccc3ccccc23)o1,i,-3,i,-6,?,i,i,i,i,i,i
CC(=O)Nc1ccc(N/C=C/C(=O)c2ccc(Br)cc2)cc1,i,-6,i,-2,-3,i,i,i,i,i,i
O=C(c1cc2nc(-c3ccccc3)cc(C(F)(F)F)n2n1)N1CCN2CCCC2C1 (stereo not drawn),i,-4,i,0,1,i,i,i,i,i,i
COCCNC(=O)CSc1nc2ccccc2c2nc(C)nn12,i,-8,i,-1,-1,i,i,i,i,i,i
Cc1ccc(-n2cc3c(-c4cccc(Br)c4)nnc(C)c3n2)cc1,i,-12,i,64*,2,i,i,i,i,i,i
Cc1c(C(=O)NCc2cccnc2)sc2nc(-c3ccc(F)cc3)cn12,i,-13,i,-2,-1,i,i,i,-22*,i,i
CC1(C)C(=O)Nc2ccccc2N1C(=O)COC(=O)COc1ccc(C#N)cc1,i,-6,i,4,2,i,i,i,i,i,i
NC(=O)c1ccc(NC(=O)c2cccc3c2OCCCO3)cc1,i,-10,i,-4,10,i,i,i,i,i,i
O=C(C1CCN(S(=O)(=O)c2cc(Cl)ccc2Cl)CC1)N1CCCC1,i,-5,i,2,-4,i,i,i,i,i,i
COc1ccc(C2C3=C(CCCC3=O)Nc3ccc4ncccc4c32)cc1OC (stereo not drawn),i,-10,i,-6,2,i,i,i,i,i,i
CCOC(=O)c1c(NC(=O)COC(=O)c2nc(Cl)ccc2Cl)sc(C(=O)N(C)C)c1C,i,-2,i,-7,3,i,i,i,i,i,i
COc1cccc(NC(=O)C2CCN(S(=O)(=O)c3ccc4c(c3)CC(C)N4C(C)=O)CC2)c1 (stereo not drawn),i,-12,i,-2,0,i,i,i,i,i,i
CCc1nc(N=Nc2c(O)[nH]c3ccccc23)c2c3c(sc2n1)CCC3,i,-6,i,0,14,i,i,i,i,i,i
O=C(CCC(=O)N1CCN(c2ccc(F)cc2)CC1)c1ccc(F)cc1,i,-11,nt,-6,-4,i,i,i,nt,i,i
NS(=O)(=O)c1ccc(-c2ccc(C=NC3CCS(=O)(=O)C3)o2)cc1 (stereo not drawn),i,-7,i,-4,2,i,i,i,i,i,i
Cc1cc(C)n2nc(SCc3ccccc3)nc2n1,i,-8,i,-1,-11,i,i,i,i,i,i
O=C(Nc1ccccc1Cl)N1CCN(c2ccccn2)CC1,i,-13,i,-6,-14,i,i,i,i,i,i
O=C(CCC(NC(=O)OCc1ccccc1)C(=O)OCC(=O)N1CCCCC1)OCC(=O)N1CCCCC1 (stereo not drawn),i,-12,i,4,5,i,i,i,i,i,i
COc1ccc(CN2CCCC(C(=O)c3ccc(Cl)cc3)C2)cc1Cn1cncn1 (stereo not drawn),i,-20,i,-3,2,i,-10*,i,i,i,i

Screening data as filed in PubChem.
